# Compound activity (PubChem BioAssay)
# Mcl-1 Bim block: inhibitors of Bim-Mcl-1 interaction, human | Q07820 | inhibition, % at 10 µM | AID 1009 | Bead-based flow cytometry, Bim peptide-Mcl-1 binding | hit rate 0.1% among 190,000; in the data active = inhibition above about 40%;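 note: 0% = no compound tracer wells and 100% = peptide blocker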
# Mcl1-Noxa inh: Mcl-1/Noxa interaction inhibition | Q07820 | TR-FRET Mcl-1/Noxa peptide binding, 2 h | inhibition, % at 21.7 µM | hit rate 1.5% among 220,000;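 active = compounds that cut the protein-peptide binding signal by more than 50% relative to plate controls in a single-dose test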;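 note: His-tagged Mcl-1 with rhodamine Noxa BH3 peptide and terbium anti-His antibody; 0% = Mcl-1 plus Noxa peptide wells and 100% = peptide-only wells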
# GSH bead fluor: GSH bead compound fluorescence profile. fluorescence (KMESF) at 10 µM. GSH beads flow cytometry, compound fluorescence 488/530 nm; stronger effect = higher value. hit rate 0.25% among 190,000; in the data active = fluorescence above about 89;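 note: glutathione beads carrying GST-tagged Bcl family fusion proteins plus one bare bead set; values are compound well signal with DMSO vehicle wells as background; inactives centre near 16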
# Pf gamet viab: inhibitors of late stage P. falciparum gametocyte viability; P. falciparum stage V gametocytes, ATP luminescence, 24 h; inhibition, % at 10.9 µM; hit rate 0.065% among 150,000; AID 743093;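 active = inhibition above the mean plus 3 SD of compounds within the control limits, set per campaign, cut at about 38% in these data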;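 note: 0% = DMSO wells and 100% = medium only without gametocytes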
# ABCG2 block: human ABCG2 inhibition, ABCB1 as counter-screen | hit rate 0.1% among 190,000 | inhibition, % at 6.6 µM | AID 1325 | IgMXP3 cells, JC-1 efflux, flow cytometry;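 active = inhibition above 80%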;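 note: 0% = DMSO and 100% = nicardipine control wells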
# Target sequence (Q9UNQ0 whole entry, looked up): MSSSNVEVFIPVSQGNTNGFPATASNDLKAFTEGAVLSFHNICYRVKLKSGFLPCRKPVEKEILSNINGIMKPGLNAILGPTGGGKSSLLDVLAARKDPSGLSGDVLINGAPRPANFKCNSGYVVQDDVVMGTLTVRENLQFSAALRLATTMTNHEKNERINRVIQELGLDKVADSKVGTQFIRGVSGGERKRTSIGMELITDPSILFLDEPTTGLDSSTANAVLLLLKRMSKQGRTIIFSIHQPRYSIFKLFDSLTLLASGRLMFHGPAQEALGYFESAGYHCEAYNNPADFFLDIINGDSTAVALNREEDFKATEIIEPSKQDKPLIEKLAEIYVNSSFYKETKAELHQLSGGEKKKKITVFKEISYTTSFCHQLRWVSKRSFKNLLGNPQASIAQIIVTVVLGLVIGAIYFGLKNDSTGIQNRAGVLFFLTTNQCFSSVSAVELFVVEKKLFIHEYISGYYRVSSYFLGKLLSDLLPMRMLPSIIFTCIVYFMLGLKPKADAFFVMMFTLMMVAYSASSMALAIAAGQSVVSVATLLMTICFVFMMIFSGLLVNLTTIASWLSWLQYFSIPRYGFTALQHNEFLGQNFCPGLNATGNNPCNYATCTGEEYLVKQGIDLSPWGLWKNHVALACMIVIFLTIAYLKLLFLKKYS
#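 Times: 10 min at 25 °C | Test system: Two drug-resistant human cell lines, ABCG2 and ABCB1 | Quantity: 3 million cells/mL final, two lines in 1:1 ratio | Signal: Flow cytometry, 530 nm JC-1 signal | Dosing: Compound at 6.6 µM | Controls: Nicardipine and DMSO wells | Reagent: JC-1 as fluorescent efflux pump substrate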
# RGS8-Gao: human RGS8-Galphao interaction regulation; P09471; multiplexed bead flow cytometry, RGS8-Galphao binding; actives lie on both sides; hit rate 0.34% among 220,000; response (percent of control binding), % at 10 µM; in the data active = response below about 60% or above about 140%; inactive = in between;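 note: Galphao activated as the GDP aluminium fluoride complex binding bead-coupled RGS8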
# Target sequence (P09471 whole entry, looked up): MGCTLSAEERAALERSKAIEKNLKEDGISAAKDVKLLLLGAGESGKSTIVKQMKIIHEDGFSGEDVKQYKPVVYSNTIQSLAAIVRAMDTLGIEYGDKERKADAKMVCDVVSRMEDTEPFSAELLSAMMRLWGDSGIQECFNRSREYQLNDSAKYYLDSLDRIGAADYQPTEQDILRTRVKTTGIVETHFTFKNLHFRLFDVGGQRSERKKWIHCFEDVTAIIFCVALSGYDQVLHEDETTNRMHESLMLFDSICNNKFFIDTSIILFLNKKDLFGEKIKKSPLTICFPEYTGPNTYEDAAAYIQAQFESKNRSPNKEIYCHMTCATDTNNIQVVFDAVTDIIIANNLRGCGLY
# RGS7-Gao: modulates binding of RGS7 to human Galphao | P09471 | Multiplexed bead flow cytometry; actives lie on both sides | binding response (% of control), % at 10 µM | hit rate 0.35% among 220,000 | AID 1439; in the data active = binding response below about 49% or above about 150%; inconclusive = no clear call, values can overlap the other calls; inactive = in between;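 note: fluorescent Galphao held in activated GDP-AlF4 state binding bead-coupled RGS7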
# ABCB1 block: blocks JC-1 efflux by human ABCB1 transporter; P08183; CCRF-Adr cells, flow cytometry; inhibition, % at 6.6 µM; hit rate 0.067% among 190,000; AID 1326; in the data active = inhibition above about 40%;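 note: 0% = vehicle and 100% = reference inhibitor; higher value means more JC-1 retained so stronger ABCB1 efflux block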
# Mcl1 Bid PPI: Mcl-1/Bid interaction inhibition. TR-FRET Mcl-1/Bid-Dy647 peptide binding, 1536-well. inhibition, % at 21.7 µM. hit rate 0.97% among 220,000;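 active = compounds that cut the binding signal by more than half at the single screening dose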;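 note: His-tagged Mcl-1 with europium anti-His antibody binding Bid BH3 peptide; 0% = Mcl-1 plus peptide wells and 100% = peptide-only wells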
# Avidin bead fluor: avidin bead compound fluorescence profile; Avidin beads, compound fluorescence 488/530 nm, flow cytometry; stronger effect = higher value; fluorescence (KMESF) at 10 µM; hit rate 0.38% among 220,000; AID 1775; in the data active = fluorescence above about 47; note: inactives centre near 10
# RGS4-Gao reg: modulates binding of RGS4 to human Galphao; hit rate 0.33% among 220,000; AID 1415; Multiplexed bead flow cytometry; actives lie on both sides; P09471; binding response (% of control), % at 10 µM; in the data active = binding response below about 49% or above about 150%; inactive = in between;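 note: fluorescent Galphao activated with aluminum fluoride binding bead-coupled RGS4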
# * = called active by the depositor; ? = inconclusive; · = no result given. Random draw from the library; any-hit rate near 3.3%.
SMILES,Mcl-1 Bim block,Mcl1-Noxa inh,GSH bead fluor,Pf gamet viab,ABCG2 block,RGS8-Gao,RGS7-Gao,ABCB1 block,Mcl1 Bid PPI,Avidin bead fluor,RGS4-Gao reg
CCc1ccc(-n2c(SCC(=O)Nc3ccc(C(=O)O)cc3)nnc2-c2ccncc2)cc1,·,19,·,22,·,100,?,·,-17,3,95
CCCCC(=O)Nc1ccccc1N1CCN(c2ccccc2)CC1,-10,3,8,9,7,100,98,1.0,-36,13,104
Oc1ccccc1-c1cc(-c2ccccc2)no1,-1,22,9,-14,2,100,97,0.2,-16,23,96
CCOc1ccccc1NC(=O)c1ccccc1-c1nc(-c2ccccc2OC)no1,0,14,12,-6,5,97,105,1.1,-11,28,95
CC1SCC(=NOCc2c(Cl)cccc2Cl)CS1 (stereo unspecified),·,-5,·,-8,·,104,?,·,4,7,106
O=C(c1ccc(Cl)cc1)N1CCCCC(Cl)C1=O (stereo unspecified),-2,6,16,·,12,100,102,0.6,-2,11,102
Cc1ccc(CN2C3=NCCN3c3ccccc32)cc1,3,4,10,1,5,98,96,0.5,-2,10,99
O=C(NCc1ccc2c(c1)OCO2)c1cc(-c2cc(Cl)ccc2O)n[nH]1,·,-1,·,5,·,98,?,·,-14,8,101
O=C(CNc1cc(S(=O)(=O)N2CCOCC2)ccc1N1CCCC1)NCc1ccco1,-1,1,12,-5,0,99,99,-0.2,-48,19,99
C=CCn1c(COc2ccccc2-c2ccccc2)nnc1SCC(=O)NC(=O)NCc1ccco1,0,4,78,·,-2,101,98,-0.7,-18,11,99
O=C(CSc1nnc2sc3ccccc3n12)NCc1ccco1,0,-10,5,·,1,102,102,0.2,-32,10,100
COc1ccc(S(=O)(=O)NC(CC(=O)NCCc2ccc(OC)c(OC)c2)c2ccco2)cc1 (stereo unspecified),0,7,43,28,1,102,105,0.3,-29,5,107
Cn1c(Cc2c[nH]c3ccccc23)n[nH]c1=S,-2,2,8,0,1,98,105,0.0,-31,8,99
Cc1nc(NC(=O)c2ccccc2)nc2cc3c(cc12)OCO3,-6,10,18,·,1,94,92,0.1,-1,8,89
Fc1ccc(NC(=S)NNc2ncc(C(F)(F)F)cc2Cl)c(F)c1,0,-22,11,-2,12,97,100,1.8,-58,9,97

# Entries shown so far with a halogen (4):
SMILES,Mcl-1 Bim block,Mcl1-Noxa inh,GSH bead fluor,Pf gamet viab,ABCG2 block,RGS8-Gao,RGS7-Gao,ABCB1 block,Mcl1 Bid PPI,Avidin bead fluor,RGS4-Gao reg
CC1SCC(=NOCc2c(Cl)cccc2Cl)CS1 (stereo unspecified),·,-5,·,-8,·,104,?,·,4,7,106
O=C(c1ccc(Cl)cc1)N1CCCCC(Cl)C1=O (stereo unspecified),-2,6,16,·,12,100,102,0.6,-2,11,102
O=C(NCc1ccc2c(c1)OCO2)c1cc(-c2cc(Cl)ccc2O)n[nH]1,·,-1,·,5,·,98,?,·,-14,8,101
Fc1ccc(NC(=S)NNc2ncc(C(F)(F)F)cc2Cl)c(F)c1,0,-22,11,-2,12,97,100,1.8,-58,9,97

# (list continues)
SMILES,Mcl-1 Bim block,Mcl1-Noxa inh,GSH bead fluor,Pf gamet viab,ABCG2 block,RGS8-Gao,RGS7-Gao,ABCB1 block,Mcl1 Bid PPI,Avidin bead fluor,RGS4-Gao reg
COc1cccc(C2CC(c3ccc(C)cc3)Nc3nc(N)nn32)c1 (stereo unspecified),-2,-20,14,·,5,100,99,0.5,-3,23,98
COc1cc(NC(=O)CSc2nc3c(c(=O)[nH]2)CCCC3)cc(OC)c1OC,0,0,12,8,18,101,100,1.8,-23,10,102
COc1ccc(C(=O)C(CO)Oc2ccccc2OC)cc1OC (stereo unspecified),-2,15,12,-2,-4,101,97,-1.8,-2,8,99
COc1ccc(-c2nc3ccccc3n2Cc2ccccc2)cc1,1,1,45,·,3,99,101,1.2,5,7,100
O=C(CC(c1ccccc1)c1cc(Cl)ccc1O)N1CCCC1 (stereo unspecified),·,13,·,20,·,103,?,·,-9,8,107
CCOC(=O)c1nc[nH]c1C,-1,-16,42,·,0,100,100,0.0,-32,11,104
COc1ccc(C(=O)COC(=O)CN2C(=O)NC(C)(C)C2=O)cc1OC,-4,-4,27,-7,-1,117,109,-0.8,0,20,112
O=c1oc2ccccc2cc1NCc1ccccc1O,0,18,24,·,2,103,104,-2.2,-6,9,103
CCOc1ccc(S(=O)(=O)NCc2ccc(F)cc2)c2cccnc12,-2,-11,23,·,1,93,98,0.3,-8,18,101
COC(=O)C1=C(C)N(c2ccc(Cl)c(Cl)c2)C(=O)C1,-4,-11,20,·,8,99,102,0.6,3,39,100
Cc1cnc(NC(=O)CN(C)S(=O)(=O)c2ccc(Cl)cc2)s1,-2,-14,8,·,3,100,95,0.9,-9,14,96
COC(=O)c1cc(NC(=O)C2CC=CCC2C(=O)O)cc(C(=O)OC)c1 (stereo unspecified),-2,3,16,-5,5,98,97,0.6,-14,40,99
CNS(=O)(=O)c1cccc(C(=O)OCc2cc(Cl)cc3c2OCOC3)c1,-2,13,36,-14,33,99,103,0.5,-1,11,101
O=S(=O)(Nc1cccc2ccccc12)c1ccccc1,·,7,·,-23,·,96,?,·,-57,8,97
COc1c(Br)cc(Br)cc1C(=O)O,-8,9,40,15,45,99,99,4.4,39,14,100
COc1cc2c(cc1NC(=O)c1cc(-c3cccnc3)nc3ccc(C)cc13)oc1ccccc12,0,0,4,·,-1,90,97,0.2,-34,8,94
COc1ccccc1OCCNC(=O)c1ccc(S(=O)(=O)N(C)C)cc1,-3,10,14,7,11,108,100,0.5,6,10,107
COc1ccc(C(=S)Nc2ccc(C)cc2)cc1,-8,20,29,16,6,100,107,0.6,-4,14,100
CN1CC(=O)NC1=NC(=O)c1ccc(Cl)c(S(=O)(=O)N2CCCCCC2)c1,2,-20,35,·,10,92,89,1.0,-18,7,93
Cc1cccc(N2CCC(N3CCN(C4CCCCC4)C(CCO)C3)CC2)c1C (stereo unspecified),0,1,10,-20,6,106,109,2.3,-21,11,107
Cc1cc(Cl)ccc1C(=O)C1CCCN(C(=O)/C=C/c2cnn(C)c2)C1 (stereo unspecified),-3,-6,10,-21,13,101,105,4.5,-18,3,100
O=C(O)COc1ccc2c(c1)CCCC2,-4,4,33,·,4,95,98,-0.2,5,10,100
CCOC(=O)Cc1csc(NC(=O)/C=C/c2cccc(Br)c2)n1,-4,10,8,-13,8,92,92,0.0,4,5,94
O=C1CSC(c2c(F)cccc2Cl)N1c1cccc(F)c1 (stereo unspecified),-1,-3,19,6,3,99,98,0.8,-8,24,99
c1cc2[nH]snc2c2nc(C3CC3)nc12,-2,20,20,-18,2,99,98,0.2,-15,18,97
CCCCCC(=O)N/N=C(\C)c1ccc(N2CCCCC2)cc1,-3,-2,12,-2,-1,99,98,·,-43,7,98
COc1cccc(C(=O)N2CCn3c2nc2ccccc23)c1,2,-1,10,8,1,100,98,0.2,-44,20,96
Cc1ccc(OC(F)F)c(NC(=O)Nc2cccc(C(F)(F)F)c2)c1,-7,9,5,·,3,94,91,0.1,-2,3,91
Cc1ccc(S(=O)(=O)N2CCCCC2C(=O)O)cc1 (stereo unspecified),0,4,12,2,3,101,99,1.7,-5,13,101
CN(C)CCCCCN(C)Cc1cc2ccccc2o1,0,16,24,7,1,101,101,0.1,-2,9,102

# Compound profiles, as listed above:
# CCCCCC(=O)N/N=C(\C)c1ccc(N2CCCCC2)cc1 across the screens: Mcl-1 Bim block: -3; Mcl1-Noxa inh: -2; GSH bead fluor: 12; Pf gamet viab: -2; ABCG2 block: -1; RGS8-Gao: 99; RGS7-Gao: 98; ABCB1 block: ·; Mcl1 Bid PPI: -43; Avidin bead fluor: 7; RGS4-Gao reg: 98
# CN(C)CCCCCN(C)Cc1cc2ccccc2o1 across the screens: Mcl-1 Bim block: 0; Mcl1-Noxa inh: 16; GSH bead fluor: 24; Pf gamet viab: 7; ABCG2 block: 1; RGS8-Gao: 101; RGS7-Gao: 101; ABCB1 block: 0.1; Mcl1 Bid PPI: -2; Avidin bead fluor: 9; RGS4-Gao reg: 102

# (next part)
SMILES,Mcl-1 Bim block,Mcl1-Noxa inh,GSH bead fluor,Pf gamet viab,ABCG2 block,RGS8-Gao,RGS7-Gao,ABCB1 block,Mcl1 Bid PPI,Avidin bead fluor,RGS4-Gao reg
COc1ccccc1NC(=O)CSc1nnc(C2CCCCC2)o1,2,10,23,-6,2,94,96,0.6,-19,8,89
Cc1ccc(NC(=O)C2CC(=O)Nc3nncn32)cc1 (stereo unspecified),-2,6,13,-9,-1,99,97,0.1,-10,13,99
NC(=O)Nc1ccc(C(=O)OCC(=O)N(Cc2ccccc2)C2CCS(=O)(=O)C2)cc1 (stereo unspecified),-2,8,9,9,3,107,105,0.8,-13,26,106
O=C(COc1ccccc1)Nc1ccc(S(=O)(=O)Nc2ncccn2)cc1,4,12,27,-5,1,100,100,0.0,-6,7,102
Cc1ccc(C(=O)O)cc1N=Cc1cc(Br)cc(Br)c1O,0,8,21,·,-4,103,101,-0.5,-40,14,101
CCOc1ncccc1C(=O)Nc1nnc(C(CC)CC)s1,0,13,13,-6,10,102,?,1.8,-3,11,101
COc1ccccc1N1CCN(CCOc2c(OC)cccc2OC)CC1,3,18,10,·,0,101,103,0.2,-19,12,105
O=C(Oc1c(-c2ccccc2)c(=O)n2c3c(cccc13)CC2)c1ccco1,·,-1,·,4,·,99,?,·,-6,7,103
Cc1cc(NC(=O)CSc2nnc(-c3cccs3)n2N)no1,-8,24,32,-11,5,101,105,0.6,8,10,105
CCCCn1c(SCc2cccc([N+](=O)[O-])c2)nc2ccsc2c1=O,-3,1,10,2,20,109,109,2.4,-18,7,105
O=C(c1ccc(-n2c(SCc3cc(F)ccc3F)nc3ccccc3c2=O)cc1)N1CCOCC1,-1,10,6,7,2,94,96,2.2,-9,10,95
CC1(C)Cc2c(sc(NC(=O)C(C)(C)C)c2C#N)C(C)(C)N1,-8,11,22,·,0,104,106,0.2,-19,5,105
Cn1c(C(=O)NCCN2CCCCCC2)cc2c(=O)n(C)c3ccccc3c21,0,48,18,·,2,102,100,0.1,33,8,102
c1cncc(-c2nc(NCC3COc4ccccc4O3)c3ccccc3n2)c1 (stereo unspecified),1,-6,46,21,4,101,101,1.6,-16,11,104
